# HIF-2a inh – HIF-2a inhibition. inhibition, % at 18.8 µM. 786-0 RCC cells HIF-2a reporter, luciferase luminescence, overnight. AID 624352. 0.72% of 360,000 active;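 active means inhibition of the luminescence signal of 40% or more relative to plate controls, in a single-dose primary screen at 18.75 µM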
# TROY signal inh – inhibitors of TROY-dependent NF-kB signaling | 0.98% of 360,000 active | AID 1347056 | inhibition, % at 10 µM | Q293 LMP1-TROYcd NF-kB luciferase reporter, 4 h;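 active means compounds whose plate-normalised and pattern-corrected inhibition of the luciferase reporter signal at the single screening dose is 50% or more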
# MITF TRPM1 inh – reduces MITF-dependent TRPM1 promoter luciferase signal; SK-MEL-5 TRPM1 promoter luciferase, 24 h; inhibition, % at 12.5 µM; 0.83% of 330,000 active; AID 488899;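 active means mean inhibition across replicates of 60% or more, whatever share of single replicates reaches that level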; further: values of inactives mirror those of a sister screen read the other way
# Peg3 prom inh – Peg3 promoter activity inhibition. AID 588405. HeLa PEG-Prom luciferase reporter, luminescence, overnight. 1.7% of 360,000 active. inhibition, % at 20 µM;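 active means inhibition of at least 50% at 20 µM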
# KKLEB cytotox – reduces viability of KKLEB cystic fibrosis airway cells; KKLEB CF airway cells viability, ATPlite luminescence, overnight; stronger effect = lower value; cells stimulated with P. aeruginosa culture filtrate; activity change (cytotoxicity), % at 5 µM; 0.36% of 360,000 active; AID 602141;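 active means corrected activity change at or below -50% at 5 µM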
# TRAIL sens C8 – caspase-8 TRAIL sensitization; NB7+C8 cells + TRAIL, ATPlite viability luminescence; inhibition (viability loss, TRAIL sensitization), % at 10 µM; 1% of 360,000 active; AID 624354;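 active means compounds causing at least 50% loss of cell viability in the single-dose screen, relative to plate controls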
# TWEAK Fn14 block – inhibitors of TWEAK-Fn14 interaction signaling; TWEAK-stimulated Fn14 reporter cells, luciferase luminescence, 8 h; inhibition, % at 10 µM; 2% of 360,000 active; AID 1159606; in the data active means inhibition above about 50%
# CF NFkB inh – blocks PAF-induced NF-kB reporter in cystic fibrosis cells; AID 588850; KKLEB NF-kB-GFP reporter, GFP fluorescence overnight; 0.86% of 360,000 active; inhibition, % at 5 µM;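 active means at least 50% inhibition at 5 µM, scaled per plate between neutral and stimulator controls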;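 further: PAF is a Pseudomonas aeruginosa culture filtrate used as stimulus; plate controls were PAF-stimulated DMSO wells for no effect and unstimulated DMSO wells for full effect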
# Shn3 inh set2 – reduces Shn3 3'UTR luciferase signal in osteoblasts. Clone20 osteoblast Shn3 3'UTR firefly luciferase, 24 h. inhibition, % at 12.5 µM. 0.52% of 360,000 active. AID 588674;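 active means mean inhibition of at least 75% with every replicate also reaching 75%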;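 further: 0% = median of neutral control wells and 100% = pilot-screen positive control compound; some compounds past the cut are filed as inactive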
# NR2E3 ag-1 – agonists of human NR2E3 nuclear receptor | AID 602229 | 0.35% of 360,000 active | inhibition of corepressor binding, % at 3.98 µM | CHO-S Gal4-NCOR/VP16-NR2E3 two-hybrid, luciferase;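 active means inhibition above the mean of all tested compounds plus 3 SD, cut at about 70% in these data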;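 further: 0% = DMSO with NR2E3 transfected cells and 100% = cells lacking NR2E3 construct; higher means lower luciferase signal from less NR2E3 corepressor binding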
# Target sequence (Q9Y5X4 whole entry, looked up, the tested form may be a part): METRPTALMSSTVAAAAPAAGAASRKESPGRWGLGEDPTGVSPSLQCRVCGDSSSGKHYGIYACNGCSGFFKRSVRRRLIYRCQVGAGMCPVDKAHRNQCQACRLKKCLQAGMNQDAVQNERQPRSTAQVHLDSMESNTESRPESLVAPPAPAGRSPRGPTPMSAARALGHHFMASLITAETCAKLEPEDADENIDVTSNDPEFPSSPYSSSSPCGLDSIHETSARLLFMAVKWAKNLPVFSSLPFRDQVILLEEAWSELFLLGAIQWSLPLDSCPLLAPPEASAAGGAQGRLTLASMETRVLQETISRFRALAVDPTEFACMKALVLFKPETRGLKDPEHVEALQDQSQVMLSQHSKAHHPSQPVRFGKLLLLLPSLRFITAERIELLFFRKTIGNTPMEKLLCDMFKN
# NR2E3 ag-2 – agonists of human nuclear receptor NR2E3. AID 2300. inhibition of corepressor binding, % at 4.78 µM. 0.12% of 320,000 active. GST-NR2E3/biotin-RetCOR TR-FRET, 1536-well;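 active means percent inhibition above the cutoff of mean plus 3 SD of all tested compounds, set per screening campaign, cut at about 20% in these data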;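 further: 0% = DMSO wells and 100% = biotin wells as full block of FRET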
#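 Test system: GST-NR2E3 and biotin-RetCOR proteins | Quantity: 1.35 nM GST-tagged NR2E3 final | Medium: Tris pH 7.5 | Also added: 7 nM biotin-RetCOR | Dosing: Compound at 4.8 µM, single dose | Timing: 5 h at 4 °C | Detection: Time-resolved FRET | Read-out basis: Percent inhibition | Benchmarks: Biotin wells as high control, 0.6% DMSO wells as low control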
# An asterisk follows results filed as active; / = no result given.
structure	HIF-2a inh	TROY signal inh	MITF TRPM1 inh	Peg3 prom inh	KKLEB cytotox	TRAIL sens C8	TWEAK Fn14 block	CF NFkB inh	Shn3 inh set2	NR2E3 ag-1	NR2E3 ag-2
COc1ccc(C(=O)Nc2cccc(OC(=O)c3ccc(C)c(C)c3)c2)cc1	-222	-18	-33	-146	-3	7	13	9	-74	-33	-4
Cc1ccc(C(C)(c2ccc(N)cc2)c2ccc(N)cc2)cc1	22	-9	5	15	7	-6	-28	-8	-2	7	0
Cc1cc(C(=O)Nc2cccc(/C=C/C(=O)O)c2)c(C)o1	-3	5	6	17	-8	-1	-4	6	-5	-6	4
CCN(CC)S(=O)(=O)c1ccc(NC(=O)c2ccc(Cl)nc2)cc1	-18	8	-2	-2	0	-2	11	-5	17	-21	-1
Cc1cc(Cl)ccc1C(=O)C1CCCN(C(=O)c2ccsc2)C1 (stereo not given)	8	-5	7	4	2	-1	-6	-10	20	-5	-1
O=C1CC(C(=O)O)NC(=S)N1 (stereo not given)	12	3	-5	-1	-7	0	9	18	-12	-2	/
CCc1noc(C)c1C(=O)N(C)CC(=O)Nc1ccccc1Br	17	0	14	1	0	15	6	-10	-11	-19	3
C/C(=N/N=C(/C)c1cccs1)c1cccs1	-250	-2	-56	-247	2	-5	-19	-8	-126	-45	5
O=C(N/N=C/c1c(Cl)[nH]c2ccccc12)c1sc2ccccc2c1Cl	-174	-10	4	2	-11	-3	38	17	5	-56	1
Cc1ccc(NC(=O)CCCc2ccccc2)c([N+](=O)[O-])c1	-177	-57	-4	-116	-4	-12	-32	9	-7	-27	/
CCc1ccc2c(c1)C(O)(CC(=O)c1cccs1)C(=O)N2 (stereo not given)	9	7	8	9	8	4	-7	-15	-1	22	7
O=C1NC(c2ccccc2)Nc2c1sc(=S)n2-c1ccccc1 (stereo not given)	8	10	2	14	13	5	12	-21	-4	-13	-3
O=C(OCn1nnc2ccccc2c1=O)C1CCN(S(=O)(=O)c2cccs2)CC1	13	-2	6	4	7	1	1	2	9	-13	-1
O=C(/C=C/c1ccccc1)NCCc1ccccc1	-265	-38	/	-337	10	-9	-19	-23	-79	-102	4
Fc1ccc(N/N=C/C=C/c2ccccc2)c(F)c1	-231	-79	-49	-234	0	5	-55	7	-55	-36	0
Cc1ccc(C(=O)Nc2nnc(-c3ccncc3)o2)cc1	-75	-28	-14	-51	-2	0	-5	-5	-25	-9	-5
Cc1cc(C)cc(OCC(=O)OCc2nnc(-c3ccccc3)o2)c1	-13	-12	6	-10	8	0	-18	0	-4	10	1
CCN1C(=NCCc2ccc(Br)cc2)N[C@@H](c2ccccc2)[C@H](C(=O)OC)[C@H]1C	-1	17	-23	34	-5	27	-8	22	12	-18	/
O=C1c2ccccc2C(=O)c2c1ncn2-c1ccccc1	-19	-17	61*	-2	5	12	6	-25	16	12	2
CCOc1ccc(S(=O)(=O)NCCC(=O)N(C)Cc2cccs2)cc1	-1	-12	0	13	2	-10	7	9	-7	-3	3
CCOc1ccc(-n2c(SCc3ccc(C(=O)OC)o3)nc3c(c2=O)SCC3)cc1	11	3	-5	16	15	5	7	-15	59	-25	1
CCCCCCCNC(=O)CN1N=C(c2ccc(C)cc2)CCC1=O	22	1	4	8	14	-7	1	-17	8	-21	2
CCOC(=O)c1nn(-c2ccccc2F)c(-c2ccccc2)c1C(=O)c1ccccc1	-6	-10	11	19	-3	-2	12	-3	10	-15	3
COc1cc(CC(=O)C(=O)O)oc(=O)c1	14	-10	/	12	9	-5	-13	3	4	8	/
O=C(NCc1ccccc1)C1c2ccccc2OCC(=O)N1Cc1ccco1 (stereo not given)	4	-7	/	/	/	12	5	/	/	-2	/
CCOC(=O)Nc1sc(C)c(C)c1C(=O)OCC	10	12	-4	12	12	-4	11	-9	-6	21	2
CC(=O)C(Cc1ccccc1)NC(=O)CN1c2cccc3cccc(c23)S1(=O)=O (stereo not given)	11	0	-6	-2	6	-5	-1	16	8	3	-2
CCN(CC)c1ccc(NC(=O)c2[nH]c(C)c(C(C)=O)c2C)c(C)c1	-35	2	-16	-43	-7	-2	9	1	44	14	-6
C[C@@H]1CC2[C@@H]3CC[C@H]4CC(=O)CC[C@]4(C)C3=CC[C@]2(C)[C@@]1(O)C(=O)CO (stereo not given in full)	-9	-10	-2	4	1	-2	0	-15	21	-6	0
O=C(Oc1ccc(=O)n(-c2ccccc2)n1)c1ccc(Cl)cc1	14	-12	3	9	-3	-2	0	1	-4	-14	5
CCN(Cc1ccccc1)C(=O)c1ccc(Cl)cc1[N+](=O)[O-]	4	-7	0	28	5	-3	-8	11	-1	1	1
NC(=O)COc1ccc(NC(=O)CC23CC4CC(CC(C4)C2)C3)cc1	13	1	-4	12	0	-4	13	-3	13	6	4
COc1ccc(CCn2c(C)cc(C(=O)COC(=O)c3cnc(C)cn3)c2C)cc1	-17	15	-8	6	0	6	4	8	-5	-33	-3
CC(=O)C1C(c2ccc([N+](=O)[O-])cc2)c2c(noc2C)CC1(C)O (stereo not given)	17	0	5	14	-5	15	-7	7	-5	-33	1
COc1ccc(N=C2NN=C(c3c(C)[nH]c4ccccc34)CS2)cc1	-12	2	23	22	-6	-8	10	-2	9	-56	0
CCN1C(=O)[C@@H]2[C@@H](c3ccc(-c4ccc5c(c4)OCO5)c(OC)c3)N3CCC[C@@]3(C(=O)OC)[C@@H]2C1=O	14	18	-5	1	-2	-10	-31	10	14	5	1
CCOC(=O)C1CCN(C(=O)c2cc3c(=O)n4cccc(C)c4nc3s2)CC1	10	0	27	2	2	7	38	-3	-12	-5	4
COc1cc(C(=O)CCc2ccc3c(c2)OCO3)cc(OC)c1OC	2	6	6	19	-8	-23	5	17	-5	-22	/
Cc1ccc(S(=O)(=O)c2c(N)n(CCN3CCOCC3)c3nc4ccccc4nc23)cc1C	14	-7	-6	21	-16	-4	6	-10	/	9	-3
Cc1ccc(NC(=O)CSCc2cc(=O)n3nc(C4CC4)sc3n2)cc1	0	-18	3	-3	8	-20	11	-14	-3	-19	-2

# 11 of the compounds above, with two lines to a compound.
# The line under a structure holds: HIF-2a inh	TROY signal inh	MITF TRPM1 inh	Peg3 prom inh	KKLEB cytotox	TRAIL sens C8	TWEAK Fn14 block	CF NFkB inh	Shn3 inh set2	NR2E3 ag-1	NR2E3 ag-2
CC(=O)C(Cc1ccccc1)NC(=O)CN1c2cccc3cccc(c23)S1(=O)=O (stereo not given)
→ 11	0	-6	-2	6	-5	-1	16	8	3	-2
CCN(CC)c1ccc(NC(=O)c2[nH]c(C)c(C(C)=O)c2C)c(C)c1
→ -35	2	-16	-43	-7	-2	9	1	44	14	-6
C[C@@H]1CC2[C@@H]3CC[C@H]4CC(=O)CC[C@]4(C)C3=CC[C@]2(C)[C@@]1(O)C(=O)CO (stereo not given in full)
→ -9	-10	-2	4	1	-2	0	-15	21	-6	0
O=C(Oc1ccc(=O)n(-c2ccccc2)n1)c1ccc(Cl)cc1
→ 14	-12	3	9	-3	-2	0	1	-4	-14	5
CCN(Cc1ccccc1)C(=O)c1ccc(Cl)cc1[N+](=O)[O-]
→ 4	-7	0	28	5	-3	-8	11	-1	1	1
NC(=O)COc1ccc(NC(=O)CC23CC4CC(CC(C4)C2)C3)cc1
→ 13	1	-4	12	0	-4	13	-3	13	6	4
COc1ccc(CCn2c(C)cc(C(=O)COC(=O)c3cnc(C)cn3)c2C)cc1
→ -17	15	-8	6	0	6	4	8	-5	-33	-3
CC(=O)C1C(c2ccc([N+](=O)[O-])cc2)c2c(noc2C)CC1(C)O (stereo not given)
→ 17	0	5	14	-5	15	-7	7	-5	-33	1
COc1ccc(N=C2NN=C(c3c(C)[nH]c4ccccc34)CS2)cc1
→ -12	2	23	22	-6	-8	10	-2	9	-56	0
CCN1C(=O)[C@@H]2[C@@H](c3ccc(-c4ccc5c(c4)OCO5)c(OC)c3)N3CCC[C@@]3(C(=O)OC)[C@@H]2C1=O
→ 14	18	-5	1	-2	-10	-31	10	14	5	1
CCOC(=O)C1CCN(C(=O)c2cc3c(=O)n4cccc(C)c4nc3s2)CC1
→ 10	0	27	2	2	7	38	-3	-12	-5	4

# (next part)
structure	HIF-2a inh	TROY signal inh	MITF TRPM1 inh	Peg3 prom inh	KKLEB cytotox	TRAIL sens C8	TWEAK Fn14 block	CF NFkB inh	Shn3 inh set2	NR2E3 ag-1	NR2E3 ag-2
Cc1cc(CN2CCN(CC(=O)Nc3cc(Cl)ccc3-n3cncn3)CC2)no1	11	3	1	9	-3	1	-16	-7	-10	7	/
O=C(CCc1ccccc1)N/N=C/c1cccc(O)c1	8	0	5	-20	-1	0	-18	14	4	-4	0
Cc1[nH]c2ccccc2c1CCNC(=O)c1c(N)no[n+]1[O-]	-9	0	12	-21	1	-10	-4	1	-4	-4	0
CCOC(=O)[C@]12CCC=C1N(Cc1ccc3c(c1)OCO3)C(=O)[C@H](CC(=O)N1CCC(c3ccccc3)CC1)C2	9	-16	/	/	/	-6	-3	/	/	-34	/
COC(=O)N/N=C/c1ccc(-c2ccc(Cl)c(Cl)c2)o1	-191	-56	-54	-118	36	-1	-26	-64	-22	-43	0
CCc1ccc(N2CC(C(=O)OCC(=O)NC3CC3)CC2=O)cc1 (stereo not given)	0	-5	-4	-4	0	1	-19	4	7	1	/
CC(C)(C)N(NC(=O)Nc1ccc(Cl)cc1)C(=O)c1ccccc1	-7	-15	3	8	2	1	4	6	-12	1	0
CCOc1ccccc1N1C(=O)c2ccc(S(=O)(=O)c3ccc(C(=O)O)cc3)cc2C1=O	25	-6	0	4	1	-3	11	-5	8	-32	7
CS(=O)(=O)NNC(=O)C1Cc2c(ccc3ccccc23)O1 (stereo not given)	-7	3	10	7	1	-5	16	-2	6	-13	-4
CC(CN(C)Cc1ccccc1)OC(=O)c1cccc(F)c1 (stereo not given)	9	-17	8	6	-2	-12	-18	0	22	-11	2
CSCCC(NC(=O)c1cc([N+](=O)[O-])ccc1Cl)C(=O)O (stereo not given)	7	-13	7	-1	-7	1	11	13	15	7	-1
CCC(=O)N1CCc2cc(S(=O)(=O)NCCCOC)ccc21	10	-5	-3	8	-2	-3	-2	4	13	2	-1

# From PubChem

# A portion of the library, so the mix of outcomes need not match the whole.
